# Bioassay records from PubChem BioAssay.
# KAT2A inh: inhibitors of human GCN5L2 histone acetyltransferase. GCN5L2 HAT assay, ThioGlo1 CoA-SH fluorescence. AID 504327. Potency, µM (highest dose often 58.9 µM), without a hit: at the top dose activity change, negative = inhibition, most hits filed as inhibitors. Q92830. actives 0.21% (n = 390,000)
#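 Titration-based screen in which CoA formation is detected via maleimide probe ThioGlo1 (50uM) turning fluorescent on thiol reaction; substrates H3(1-25) 75uM and acetyl-CoA 70uM, GCN5L2 20nM, 20 min incubation at room temperature.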
# DT40 TDP1 no CPT: qHTS for Inhibitors of human tyrosyl-DNA phosphodiesterase 1 (TDP1): qHTS in cells in absence of CPT; DT40 Tdp1-/- hTDP1 cells, no CPT, ATP luminescence, 48 h; Potency, µM (titrated, usually from 46.2 µM), without a hit: top-dose activity change, negative = growth inhibition, actives largely listed as inhibitors; actives 15% (n = 420,000); also: nearly all actives have a fitted effect of over 55% in size
#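 Growth of hTDP1-complemented DT40 Tdp1-knockout cells is measured by ATP luminescence after at least 48 hr compound exposure at 37 °C, with DMSO substituting for the 20 nM CPT used in the parallel screen.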
# TDP1 block: inhibitors of human tyrosyl-DNA phosphodiesterase TDP1. actives 0.28% (n = 350,000). Potency, µM (doses to about 130 µM), for the others: at the top dose activity change, negative = inhibition, actives largely listed as inhibitors. recombinant TDP1, AlphaScreen DNA substrate cleavage. Q9NUW8; also: nearly all actives have a fitted effect of over 40% in size
# Target sequence (Q9NUW8 whole entry, looked up): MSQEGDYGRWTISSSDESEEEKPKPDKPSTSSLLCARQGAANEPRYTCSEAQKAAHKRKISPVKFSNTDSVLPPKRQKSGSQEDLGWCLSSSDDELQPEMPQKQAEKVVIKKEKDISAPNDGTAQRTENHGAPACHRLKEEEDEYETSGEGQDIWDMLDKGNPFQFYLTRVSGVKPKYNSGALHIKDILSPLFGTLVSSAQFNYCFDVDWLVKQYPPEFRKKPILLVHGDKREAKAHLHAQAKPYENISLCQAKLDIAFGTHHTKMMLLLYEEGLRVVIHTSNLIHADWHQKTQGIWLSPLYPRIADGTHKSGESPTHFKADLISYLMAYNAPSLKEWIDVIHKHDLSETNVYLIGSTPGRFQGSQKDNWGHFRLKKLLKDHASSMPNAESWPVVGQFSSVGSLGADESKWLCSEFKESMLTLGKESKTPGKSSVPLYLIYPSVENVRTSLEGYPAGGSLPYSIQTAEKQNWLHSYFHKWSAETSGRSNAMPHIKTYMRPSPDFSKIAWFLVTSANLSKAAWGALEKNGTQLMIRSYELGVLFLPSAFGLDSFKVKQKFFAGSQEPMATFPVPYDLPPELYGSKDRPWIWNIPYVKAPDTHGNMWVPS
#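 Signal: AlphaScreen proximity between streptavidin donor and anti-FITC acceptor beads on intact substrate. Reaction: Tdp1 1 nM, substrate 15 nM final, 5 min RT after 15 min compound preincubation.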
# * hit, by the source's call; u = inconclusive; x = no result given; [ ] = dose if it differs, or a comment. Calls follow the shape of the dose curve; as a rule, active = well fitted curve in the direction sought with a large enough effect; inconclusive = small, poorly fitted or top-dose-only effect, or another doubt; inactive = no such curve, though single readings can be large; an effect the other way counts as inactive or inconclusive. % is scaled to controls: 0 for no effect and ±100 for the full control effect; potency is read from the fitted curve at half-maximal effect. A portion of the library; the hit share may differ from the screen's.
SMILES,KAT2A inh,DT40 TDP1 no CPT,TDP1 block
CC(C)c1ccc(OCC(=O)NC(C)c2ccccc2)cc1 (centres undefined),1%,u,-4%
Cc1noc(C)c1C(=O)N1CCC2(CCCN(Cc3nccs3)C2)CC1,7%,-24%,x
O=C(Cc1ccccc1F)OCC(=O)N1CCc2ccccc21,-16%,10%,-8%
CCN(c1ccccc1)c1nc(N)nc(C#N)n1,x,u,0%
O=C(NCc1n[nH]c(=S)n1Cc1ccccc1)c1ccc(Cl)cc1Cl,-3%,u,4%
CCOC(=O)C1=C(COC(=O)c2cc(OC)c(OC)c(OC)c2)NC(=O)NC1C (centres undefined),-5%,u,-20%
CC1=NNC(=O)C1CCC(=O)N/N=C/c1ccccc1 (centres undefined),0%,-11%,6%
CCSc1ccccc1C(=O)Nc1cc(OC)c(OC)c(OC)c1,-4%,u,7%
Cc1ccccc1NC(=O)Nc1ccccn1,-8%,-6%,x
CCC1Oc2ccc(C)cc2N(CC(=O)N2CCN(c3ccc(F)cc3)CC2)C1=O (centres undefined),1%,18µM*,5%
COc1ccc(C)cc1N1CC(C(=O)OCc2nc(N)nc(Nc3ccccc3C)n2)CC1=O (centres undefined),2%,u,-2%
COc1cc(/C=N/NC(=O)c2cc[n+]([O-])cc2)ccc1O,-14%,-7%,4%
Cc1ccc(-n2c(C)cc(/C=N/NC(=O)c3ccncc3)c2C)cc1C,-5%,u,11%
CS(=O)(=O)N1CCCC(C(=O)NCCCN2CCN(Cc3ccccc3)CC2)C1 (centres undefined),2%,1%,-4%
COc1ccc(NS(=O)(=O)c2ccc3c(c2)CC(C)N3C(=O)C2CCC2)cc1OC (centres undefined),5%,0.65µM*,3%

# Continuation.
SMILES,KAT2A inh,DT40 TDP1 no CPT,TDP1 block
CC(C)[C@H](NC(=O)OCc1ccccc1)C(=O)OCC(=O)N1CCN(c2ccccc2)CC1,-8%,-29%,1%
CC(=O)Nc1nnc(CCS(=O)(=O)c2ccc(Cl)cc2)s1,1%,-6%,2%
O=C(Nc1nnc(SCc2ccc(F)cc2)s1)c1cnccn1,-2%,u,3%
O=S(=O)(c1ccc2nc(N3CCN(c4ccc(F)cc4)CC3)ccc2c1)N1CCCCC1,-23%,u,1%
CCCCCCOc1ccc(OC(=O)c2cccnc2)cc1,-12%,13µM*,-3%
CCc1cc2c(=O)c(-c3nc4ccccc4n3C)c(C(C)C)oc2c(CN2CCN(C)CC2)c1O,-2%,12µM*,7%
O=[N+]([O-])c1ccc(CNc2cccc(Cl)c2)s1,-5%,u,x
Cc1ccc2c(CN3CCCc4ccccc43)cc(=O)oc2c1C,-10%,u,7%
O=C(O)CCN1C(=O)C2C3C=CC(C2C1=O)C1C(=O)N(CCC(=O)O)C(=O)C31 (centres undefined),11%,-6%,x
Cc1ccc2nc(COc3ccccc3NC(=O)C(C)(C)C)cc(=O)n2c1,-3%,u,3%
COC(=O)c1cc(Cl)ccc1NC(=O)CSc1ncc(S(=O)(=O)c2ccc(Br)cc2)c(=O)[nH]1,u,-3%,6%
Cn1cccc1Cc1nnc(SCC(=O)Nc2ccc(F)cc2F)n1-c1ccc(F)cc1,0%,u,9%
COc1ccc2nc3oc(C(=O)NC4CCN(Cc5ccccc5)CC4)cc3cc2c1,-1%,18µM*,2%
O=[N+]([O-])c1cc(S(=O)(=O)N2CCCC2)ccc1N/N=C1/CCCc2ccccc21,1%,u,5%
COc1ccccc1Oc1nc(-c2cccnc2)nc2ccccc12,-7%,21µM*,2%

# A draw from above in order of formula weight, smallest number first:
SMILES,KAT2A inh,DT40 TDP1 no CPT,TDP1 block
Cc1ccc2c(CN3CCCc4ccccc43)cc(=O)oc2c1C,-10%,u,7%
O=C(Nc1nnc(SCc2ccc(F)cc2)s1)c1cnccn1,-2%,u,3%
O=C(O)CCN1C(=O)C2C3C=CC(C2C1=O)C1C(=O)N(CCC(=O)O)C(=O)C31 (centres undefined),11%,-6%,x
COc1ccc2nc3oc(C(=O)NC4CCN(Cc5ccccc5)CC4)cc3cc2c1,-1%,18µM*,2%

# Following part.
SMILES,KAT2A inh,DT40 TDP1 no CPT,TDP1 block
COc1cccc(NC(=O)CSc2nc3ccccc3c(=O)n2Cc2cccs2)c1,-15%,u,3%
CC(C)CCn1c(=O)c2sccc2n2c(CCCC(=O)NCc3ccc(F)cc3)nnc12,-6%,u,8%
CSc1cc(-c2ccc(Cl)cc2)c(C(=O)NC(C)C)s1,0%,12µM*,2%
CCN(CC)S(=O)(=O)c1cc(NC(=O)Cn2cnc3ccccc3c2=O)ccc1C,-1%,u,2%
Cc1cccc(OCc2nc3c4c(ncn3n2)-c2ccccc2CC42CCCC2)c1,2%,-28%,1%
Cc1[nH]c2ccccc2c1/C=C/c1nc2ccccc2c(=O)n1-c1cccc([N+](=O)[O-])c1,-4%,18µM*,5%
CCCn1ccc2c(OCC(=O)Nc3ccc(NC(C)=O)cc3)cccc2c1=O,-7%,u,3%
COc1cc(/C=c2\s/c(=C(/C#N)C(=O)N3CCCC3)n(-c3ccccc3)c2=O)ccc1O,-4%,9.2µM*,3%
CC(NC(=O)c1ccc(Cl)s1)C1CCCO1 (centres undefined),1%,2%,3%
CCc1ccc(Sc2cc(C(=O)NCCCN3CCCC(C)C3)c3ccccc3n2)cc1 (centres undefined),-5%,u,8%
Cc1c(C)c2ccc(OCC(=O)N3CCN(c4ccc(F)cc4)CC3)c(C)c2oc1=O,-1%,3%,3%
CCn1c2ccccc2c2cc(NC(C)=O)ccc21,-4%,1%,4%
CSc1nnc(N2C(=O)C(O)=C(C(=O)c3ccco3)C2c2ccc(F)cc2)s1 (centres undefined),-20%,2%,5%
CCN1CCN(Cc2c(C(=O)N/N=C(\C)c3ccc(Cl)c(Cl)c3)nnn2-c2nonc2N)CC1,-6%,x,1%
O=C(C1CCN(S(=O)(=O)c2cccc3nonc23)CC1)N1CCN(c2ccccc2F)CC1,-13%,u,1%

# Additional records follow:
# Below each SMILES – KAT2A inh | DT40 TDP1 no CPT | TDP1 block
- CCN1C(=O)N[C@@H](c2cccc(C(F)(F)F)c2)C(C(=O)OC)=C1C
 : x | u | 1%[21 µM]
- CC(C)c1ccc(-c2noc(SCC(=O)N3CCCCC3C)n2)cc1 (centres undefined)
 : -16% | 15µM* | 3%
- COc1ccc(-c2n[nH]c3c2CN(C(=O)c2ccccc2)CC3)cc1
 : -14% | -21% | 0%
- CNc1ncnc2c1ncn2[C@@H]1O[C@H](CO)[C@@H](O)[C@@H]1O
 : 5%[21.4 µM] | x | -2%[21 µM]
- CCOC(=O)C(=CNc1cc(Cl)c(-c2ccco2)c(Cl)c1)C(=O)OCC
 : -15% | 12µM* | x
- CS(=O)(=O)N(Cc1ccccc1)c1ccc(C(=O)Nc2ccc3c(c2)OCO3)cc1
 : -2% | u | 8%
- Cc1cc(C)c2c(CC(=O)Nc3ccccc3C(F)(F)F)coc2c1
 : -2% | 14% | 6%
- COc1ccc(C2=NOC(C(=O)N3CCOCC3)C2)cc1OC (centres undefined)
 : -6% | -2% | 0%
- COC(=O)[C@]1(C)N[C@H](CN(C)C(C)=O)[C@@H]2C(=O)N(Cc3ccccc3)C(=O)[C@@H]21
 : 0% | 0% | 1%
- CCCN(CCC)CCNC(=O)Cn1ncc2c([nH]c3ccc(C)cc32)c1=O
 : 3% | -8% | 4%
- O=C(Nc1cc(-c2nc3ccccc3s2)ccc1Cl)c1cc2ccccc2o1
 : 8% | 7% | 2%[12.3 µM]
- Cc1cccc(Nc2c([N+](=O)[O-])c(=O)n(C)c3ccccc23)c1
 : 0% | u | 7%
- CC(=O)C1=C(O)C(=O)N(Cc2ccccc2)C1c1ccc(F)cc1 (centres undefined)
 : -8% | 0% | x
- COc1ccc(NS(=O)(=O)NC(=O)c2c(C)n(C)c3ccccc23)cc1
 : -6% | 22% | 6%
- COc1cc(OC)cc(C(=O)NCC(=O)N2CCN(c3ccc(O)cc3)CC2)c1
 : -15% | u | 1%

# Continued:
# Below each SMILES – KAT2A inh | DT40 TDP1 no CPT | TDP1 block
- COc1cccc(C(=O)Nc2cccc(C(=O)OCc3cc(=O)n4c5c(sc4n3)CCCC5)c2)c1
 : 21% | 18µM* | 4%
- N#Cc1c(C(F)(F)F)cc(-c2ccc(Cl)cc2)[nH]c1=O
 : -26% | -13% | -1%
- COc1ccc(CCNC(=O)c2cnc3ccccn3c2=O)cc1
 : -3% | -16% | 4%
- Cc1cccc(C(=O)NCC(=O)NCCSc2ccc(Br)cc2)c1
 : -8% | -18% | 2%
- Cc1cc(=O)n2[nH]c(-c3ccccc3)cc2n1
 : x | -12% | 1%
- C/C(CC(C)C)=N\NC(=O)Nc1ccccc1
 : -1% | 1% | 4%
- COc1cc(C(=O)Nc2ccc3c(c2)C(=O)N(CCC(=O)O)C3=O)cc(OC)c1OC
 : -5% | -2% | 3%
- COc1ccc(/C=N/n2cnnc2SCc2ccccc2)cc1
 : -8% | 21µM* | 8%
- O=C(COc1nsnc1N1CCOCC1)Nc1ccc(Br)cc1
 : -5% | 21µM* | 2%[0.0935 µM]
- O=C(NC(=S)Nc1cc(-c2nc3ccccc3[nH]2)ccc1Cl)c1ccc2c(c1)OCO2
 : -13% | 3.7µM* | 5%
- COc1ccccc1NC(=O)Nc1nc(CC(=O)Nc2ccccc2F)cs1
 : -13% | u | 4%
- COc1ccc(N2CCN(C(=O)c3ccc(COc4ccc([N+](=O)[O-])cc4)o3)CC2)cc1
 : u | 10µM* | 9%
- O=c1[nH]c(CSc2nnc(COc3ccccc3)n2-c2ccccc2)nc2ccccc12
 : -3% | -29% | 10%
- Cc1ccc(S(=O)(=O)N2CCOCC2)cc1C(=O)OCC(=O)NCCc1ccc(F)cc1
 : -6% | -27% | -7%
- Brc1cccc(CNCc2cccs2)c1
 : 1% | u | 5%

# The listing continues:
# Below each SMILES – KAT2A inh | DT40 TDP1 no CPT | TDP1 block
- CCOC(=O)CN(C(=O)CSc1nnc(-c2ccncc2)n1CCCOC)c1ccccc1
 : -5% | -14% | -6%[56.1 µM]
- Cc1ccc(C(=O)N2CCN(S(=O)(=O)c3ccc(Br)cc3)CC2)o1
 : 3% | -30% | 4%[0.0935 µM]
- COc1ccc(/C=C/C(=O)NNc2cc(=O)n(C)c(=O)n2C)cc1OC
 : -11% | 8% | x
- CCn1nnc(NC(=O)c2ccco2)n1
 : -4% | -3% | x
- CCc1ccc(NC(=O)c2cc(S(=O)(=O)N3CCCC(C)C3)cn2C)cc1 (centres undefined)
 : -16% | -1% | 8%
- O=C(Nc1cccc(Cl)c1Cl)c1cc(S(=O)(=O)N2CCCCC2)ccc1F
 : -8% | u | -5%
- COc1ccc(C(=O)N(C)Cc2ccc(C)o2)cc1OC1CCN(C(C)=O)CC1
 : -2% | 17% | 3%[56.1 µM]
- Cc1ccc(SC(C)C(=O)NCc2cccnc2)cc1 (centres undefined)
 : -6% | -20% | 3%
- CCCCn1c(N)c(N(CC)C(=O)c2cc(C)cc(C)c2)c(=O)[nH]c1=O
 : -6% | 5% | x
- Clc1ccc(Nc2c3c(nc4ncnn24)CCC3)cc1
 : 0% | u | x
- CCCCN=C(C)C1=C(O)CSC1=O
 : 10% | -14% | 2%
- Cc1cc(C)cc(-c2nc(-c3ccncc3)no2)c1
 : 0% | u | 4%
- CN(Cc1ccccc1Cl)C(=O)C1CCC(=O)N(CCc2cccc(F)c2)C1 (centres undefined)
 : -2% | -24% | 3%
- CN(C)c1nnnn1Cc1ccc(Cl)cc1Cl
 : -4% | -28% | -3%
- S=C1NCN(Cc2ccco2)CN1c1cccc2ccccc12
 : -4% | -20% | 5%

# (continued)
# Below each SMILES – KAT2A inh | DT40 TDP1 no CPT | TDP1 block
- C=CCn1c(NC(C)c2cc(Cl)ccc2O)nc2ccccc21 (centres undefined)
 : -10% | u | 7%
- CCOC(=O)/C(=N\Nc1ccccc1Cl)N1CCN(c2ccccc2OC)CC1
 : -8% | u | 0%
- CCCCC(=O)Nc1cccc(C(=O)N/N=C/c2ccc(OC)cc2OC)c1
 : -4% | -23% | 7%
- COc1ccc(N=Nc2c(C)n[nH]c2C)cc1
 : -7% | -13% | 8%
- C=CSc1sc(Cl)c(N(C)C)c1[N+](=O)[O-]
 : -30% | 4% | 1%
- O=C(Cc1cccs1)NCCn1ccc2ccccc21
 : -3% | -21% | -2%
- Cn1c(=O)c2c(ncn2CC(=O)N/N=C/C=C/c2ccco2)n(C)c1=O
 : -17% | -13% | -4%

# Shown field by field: four of the compounds above.
> C=CCn1c(NC(C)c2cc(Cl)ccc2O)nc2ccccc21 (centres undefined)
  KAT2A inh = -10% | DT40 TDP1 no CPT = u | TDP1 block = 7%
> CCOC(=O)/C(=N\Nc1ccccc1Cl)N1CCN(c2ccccc2OC)CC1
  KAT2A inh = -8% | DT40 TDP1 no CPT = u | TDP1 block = 0%
> CCCCC(=O)Nc1cccc(C(=O)N/N=C/c2ccc(OC)cc2OC)c1
  KAT2A inh = -4% | DT40 TDP1 no CPT = -23% | TDP1 block = 7%
> COc1ccc(N=Nc2c(C)n[nH]c2C)cc1
  KAT2A inh = -7% | DT40 TDP1 no CPT = -13% | TDP1 block = 8%
